Source: PubChem BioAssay
MITF inh: human MITF inhibition, primary screen. O75030. AlphaScreen MITF homodimerization, bead proximity signal. inhibition, % at 2.6 µM. 650,000 tested, 0.91% active; in the data active means inhibition above about 50%;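 further: 0% = vehicle wells with protein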
Target sequence (O75030 whole entry, looked up): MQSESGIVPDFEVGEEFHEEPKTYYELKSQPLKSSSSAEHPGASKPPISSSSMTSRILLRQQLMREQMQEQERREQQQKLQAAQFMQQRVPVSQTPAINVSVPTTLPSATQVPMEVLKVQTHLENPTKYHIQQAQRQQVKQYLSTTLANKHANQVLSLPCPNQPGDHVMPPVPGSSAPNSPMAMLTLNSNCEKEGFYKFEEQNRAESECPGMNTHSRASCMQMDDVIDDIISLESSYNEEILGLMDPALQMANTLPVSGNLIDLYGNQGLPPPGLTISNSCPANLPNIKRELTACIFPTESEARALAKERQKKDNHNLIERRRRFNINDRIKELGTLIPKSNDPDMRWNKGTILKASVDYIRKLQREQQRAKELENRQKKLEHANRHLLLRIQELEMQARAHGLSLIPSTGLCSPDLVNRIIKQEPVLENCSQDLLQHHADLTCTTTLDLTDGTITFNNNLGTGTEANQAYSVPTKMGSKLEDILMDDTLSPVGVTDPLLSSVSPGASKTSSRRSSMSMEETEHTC
FBW7 activator: human FBW7 E3 ligase activation, primary screen. Q969H0. AlphaScreen FBW7–phospho-cyclin E peptide binding, activator screen. normalized activity (activation), % at 26.1 µM. 650,000 tested, 0.13% active. AID 1259310; in the data active means normalized activity above about 1.9%;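 further: purified mutant Fbw7 with reduced substrate affinity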
GPR151 ag: activators of human GPR151; PathHunter beta-arrestin GPR151 cells, luminescence; activation, % at 11.2 µM; 650,000 tested, 1% active; in the data active means activation above about 4.9%;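 further: 0% = median of compound wells and 100% = cells with positive control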
Target sequence (Q8TDV0 whole entry, looked up): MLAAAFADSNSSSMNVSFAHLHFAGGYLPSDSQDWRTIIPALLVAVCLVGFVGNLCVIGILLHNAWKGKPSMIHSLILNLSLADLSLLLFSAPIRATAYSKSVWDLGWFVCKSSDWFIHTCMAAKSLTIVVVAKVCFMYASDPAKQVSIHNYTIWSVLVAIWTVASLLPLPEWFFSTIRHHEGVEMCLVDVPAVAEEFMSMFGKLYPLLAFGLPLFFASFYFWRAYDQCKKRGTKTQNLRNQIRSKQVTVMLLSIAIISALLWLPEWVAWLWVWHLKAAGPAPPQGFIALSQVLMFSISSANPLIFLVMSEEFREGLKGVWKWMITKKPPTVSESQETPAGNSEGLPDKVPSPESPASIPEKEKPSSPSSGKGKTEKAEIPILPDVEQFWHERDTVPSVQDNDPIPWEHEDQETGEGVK
TEAD-YAP block: TEAD-YAP interaction inhibition. HEK-TIYL cells, TEAD-Gal4/YAP UAS-luciferase luminescence. inhibition, % at 9.12 µM. 640,000 tested, 1.4% active. AID 1259422; in the data active means inhibition above about 32%;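 further: 0% = median of test compound wells and 100% = reference inhibitor wells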
Numbers without * were called inactive.

Every second line gives: MITF inh, FBW7 activator, GPR151 ag, TEAD-YAP block
- CCN(CC)c1ccc2cc(C(=O)Nc3cccc(OC)c3)/c(=N/O)oc2c1
 : 22, 0.1, -0.8, 14
- CC(C)n1cnc2c(NCCOc3ccccc3)nc(Nc3ccncn3)nc21
 : 3, -0.1, 0.8, -3
- CC1CCN(Cc2nnnn2CCCC(=O)NCC2COc3ccccc3O2)CC1 (stereo not given)
 : -6, 0.0, -0.3, -4
- CCN(CC)C(=O)CN(C1CCCCC1)S(=O)(=O)c1ccc(C)cc1
 : 3, 0.1, -1.6, 2
- CN=c1c([N+](=O)[O-])nn(-c2cccc(C)c2)n1O
 : 25, 0.8, -2.6, 3
- c1ccc(-c2nc(-c3ccncc3)cc(N3CCOCC3)n2)nc1
 : 14, 0.0, -0.7, 3
- Cc1cccc(-n2c(C)nc3cc(C(=O)NC4CCCCCC4)ccc32)c1
 : 3, 0.0, -1.8, -9
- CCOc1ccc(/C(C)=N/NC(=O)C(O)(CC)CC)cc1
 : 18, 0.0, 0.0, 3
- CCc1nnc(NC(=O)/C=C/c2ccc(Cl)c(Cl)c2)s1
 : 9, 0.0, 0.1, 9
- O=C(Nc1ccc(-c2nc3ccccc3o2)cc1)C1CCN(C(=O)C2=CCCC2)CC1
 : -10, -0.1, 0.9, -10
- CC1=C(C(=O)OCC(C)C)C(c2ccc(Cl)cc2)NC(=O)N1C (stereo not given)
 : 0, -0.1, 0.9, 10
- O=c1c2c3c(sc2[nH]c(=S)n1Cc1ccccc1)CCC3
 : 19, 0.7, 0.0, 7
- CCC(CO)Nc1ccc2ncc(-c3ccccc3Oc3ccccc3)n2n1 (stereo not given)
 : 20, 0.9, 0.8, 20
- C[C@H]1CN(Cc2ccco2)CCN1C(=O)c1cnccn1
 : -10, 0.0, 0.8, 9
- Cc1cc(S(=O)(=O)NCC(c2ccc3c(c2)OCO3)N2CCN(C)CC2)ccc1F (stereo not given)
 : 8, 0.0, 0.3, -6
- O=C(c1ccc(Cl)cc1[N+](=O)[O-])n1nnc2ccccc21
 : 5, -0.1, -1.8, 5
- CCc1ccccc1NC(=O)c1snc2c(=O)[nH]cnc12
 : 6, -0.2, 0.5, -4
- COc1ccc(S(=O)(=O)N(C)CC(=O)N2CCCCCC2)cc1Cl
 : -3, 0.0, 1.2, -8
- CCc1nnc(NS(=O)(=O)c2ccc(NS(=O)(=O)c3ccccc3)cc2)s1
 : 1, -0.2, -0.1, 0
- CCOC(=O)c1ccc(CN(Cc2ccc(F)cc2)S(=O)(=O)c2ccc(F)c(C(=O)Nc3ccc(F)c(F)c3)c2)cc1
 : 6, 0.0, -0.6, 7
- CC1=C(C(=O)OC(C)C)C(c2cn(-c3ccccc3)nc2-c2ccccc2)C(C(=O)OC(C)C)=C(C)N1
 : -3, 0.1, 0.8, 11
- Cc1ccccc1-c1nc2ccc(-c3ccc4nc(-c5ccccc5C)oc(=O)c4c3)cc2c(=O)o1
 : -1, -0.1, 0.4, 7
- COc1ccc(OC)c(S(=O)(=O)NCCc2c(C)[nH]c3ccc(F)cc23)c1
 : -10, 0.0, 0.4, -3
- COC(=O)c1ccccc1NC(=O)c1cnn(-c2ccccc2)c1C1CCNCC1
 : -11, -0.3, -0.3, -7
- O=C1NC(=O)C(=Cc2ccc(OCCOc3ccccc3Cl)cc2)C(=O)N1
 : -19, 0.1, 0.9, -3
- CC(C)(C)c1ccc(C(=O)Nc2ccc3nc(SCC(=O)Nc4ccc([N+](=O)[O-])cc4)sc3c2)cc1
 : 0, 0.1, 1.2, 7
- COc1ccc(C(C(=O)Nc2ccc3c(c2)OCO3)N(C)C(=O)Cc2c[nH]c3ccccc23)cc1 (stereo not given)
 : 11, 0.0, 2.4, -5
- Cc1ccc(C(=O)NCCSC(C)(C)C)cc1[N+](=O)[O-]
 : -10, -0.1, -0.2, -33
- CCOc1cc(CN2CCN(Cc3ccc(F)cc3)C(CCO)C2)ccc1O (stereo not given)
 : -1, 0.0, -0.4, 6
- COc1cc(C2C(C(N)=O)=C(C)Nc3nc(-c4cccc(C)c4)nn32)cc(OC)c1OC (stereo not given)
 : 7, -0.1, 0.6, -2
- COc1ccc(CN2CCN(CC=C(C)C)C(CCO)C2)c(OC)c1C (stereo not given)
 : -16, 0.2, -1.0, 1
- COc1ccc(C2CC(c3cccc(Br)c3)Nc3ncnn32)c(OC)c1 (stereo not given)
 : 13, 0.1, 1.2, 0
- CC(C)(C)C(=O)N1CCc2c(nc(N3CCCCC3)[nH]c2=O)C1
 : 9, -0.1, 0.6, 4
- O=C(Nc1cccc(NC(=O)c2cccnc2)c1)c1cccnc1
 : 12, 0.2, -1.2, 6
- CCCCC(CC)CNC(=O)C1CC=CCC1C(=O)O (stereo not given)
 : 8, 0.0, 0.2, 5
- CCOC(=O)Nc1sc2c(c1C(=O)OCC)CCCCC2
 : -10, 0.0, -0.6, -3
- O=C(CCc1ccccc1)Nc1ccc(S(=O)(=O)NCc2ccccc2)cc1
 : 7, 0.4, -1.8, 12
- COc1cc(OC)c(NC(=O)c2sc3ncnc(N(C)c4ccccc4)c3c2C)cc1Cl
 : 8, 0.0, -0.9, 4
- Cc1nc2sc3c(NCCN4CCOCC4)ncnc3c2c2c1CCCC2
 : 30, 0.1, -0.5, -26
- CCc1cc(=O)[nH]c(NC2CCN(C(=O)C3(c4ccccc4)CC3)CC2)n1
 : -4, -0.1, -0.1, 5
- CCCC1(CCC)NC(=O)N(CC(=O)Nc2ccc(C(C)=O)cc2)C1=O
 : 12, 0.1, -0.6, -7
- COc1cccc(C2(C)NC(=O)N(Cc3nnc(-c4ccc(Cl)cc4)o3)C2=O)c1 (stereo not given)
 : 1, 0.0, 2.0, -9
- O=C(CSc1cn(Cc2ccc(Cl)cc2)c2ccccc12)Nc1nccs1
 : 7, -0.1, -0.5, 6
- Cn1c(NNC(=O)c2c(F)cccc2Cl)cc(=O)n(C)c1=O
 : 4, 0.1, 0.3, -3
- O=C(CCCN1C(=O)c2ccccc2C1=O)OCc1cccc(Br)c1
 : 7, 0.8, -0.5, 2
- CCOC(=O)c1cnc2ccc(C(=O)OC)cc2c1Nc1cccc(O)c1
 : 2, -0.1, 0.8, -12
- Cc1ccc(/C=C2/C(=O)NC(=O)N(c3ccc(C(=O)O)cc3)C2=O)o1
 : 41, -0.2, 0.8, -4
- O=C(NCCN1CCOCC1)c1cccc(Nc2cnccn2)c1
 : 2, 0.0, 0.9, 0
- CCCCOc1ccccc1NC(=O)C(F)(F)F
 : 8, 0.0, -0.4, 10
- N#Cc1cc(Oc2ccc(F)cc2)c(-n2nnc3ccccc32)cc1C#N
 : -2, -0.1, 0.1, 3

7 entries from above, ordered by molar mass, low to high:
Every second line gives: MITF inh, FBW7 activator, GPR151 ag, TEAD-YAP block
- CCCCOc1ccccc1NC(=O)C(F)(F)F
 : 8, 0.0, -0.4, 10
- Cn1c(NNC(=O)c2c(F)cccc2Cl)cc(=O)n(C)c1=O
 : 4, 0.1, 0.3, -3
- Cc1ccc(/C=C2/C(=O)NC(=O)N(c3ccc(C(=O)O)cc3)C2=O)o1
 : 41, -0.2, 0.8, -4
- N#Cc1cc(Oc2ccc(F)cc2)c(-n2nnc3ccccc32)cc1C#N
 : -2, -0.1, 0.1, 3
- CCOC(=O)c1cnc2ccc(C(=O)OC)cc2c1Nc1cccc(O)c1
 : 2, -0.1, 0.8, -12
- COc1cccc(C2(C)NC(=O)N(Cc3nnc(-c4ccc(Cl)cc4)o3)C2=O)c1 (stereo not given)
 : 1, 0.0, 2.0, -9
- O=C(CSc1cn(Cc2ccc(Cl)cc2)c2ccccc12)Nc1nccs1
 : 7, -0.1, -0.5, 6

The results go on.
Every second line gives: MITF inh, FBW7 activator, GPR151 ag, TEAD-YAP block
- N#C/C(=C\c1ccc2c(c1)OCO2)C(=O)OCC(=O)Nc1ccc(Br)cc1
 : 8, 0.5, 1.3, -6
- Cc1cc(O)c(C(C)C)cc1NC(=O)c1ccc(Cl)cc1
 : 13, 0.1, -0.2, -4
- O=S(=O)(c1ccc(Br)cc1)N1CCc2ccccc2C1
 : 11, -0.2, -0.9, 9
- CSc1ncc(C(=O)Nc2ccc(Br)cc2F)c(C)n1
 : 11, 0.1, -1.1, -3
- Cc1ccc(C(=O)Nc2ccc(NC(=O)c3cccs3)cc2)cc1
 : 1, -0.2, 1.4, -15
- Cc1cc(C(=O)NCC(c2ccccc2Cl)N(C)C)c(C)o1 (stereo not given)
 : 7, -0.1, 1.5, 0
- O=C(CSc1nc(Nc2ccc3c(c2)OCO3)c2ccccc2n1)c1ccc(F)cc1
 : -7, 0.0, 0.7, 4
- CC(C)(C)N(NC(=O)c1ccccc1)c1ccccc1
 : -16, 0.1, -0.3, -7
- O=C(CC1CCCCC1)Nc1ccc(I)cc1
 : -2, 0.0, 0.9, -68
- NC(=O)c1ccc(NC(=O)Nc2cccc(Cl)c2)cc1
 : 12, 0.0, 0.1, -15
- COc1ccccc1/C=N\NC(=O)C1=NNC(=O)C1C (stereo not given)
 : 12, -0.1, -1.0, 15
- COc1ccc([C@@H]2C[C@H](C(=O)N3CCCCC3)N(C)S(=O)(=O)N2)cc1
 : -8, 0.0, 0.3, -1
- Cc1ccc(S(=O)(=O)/C(C#N)=C/c2c(Oc3ccccc3)nc3ccccn3c2=O)cc1
 : 6, 0.0, -1.1, 7
- CC(=O)c1c(C)oc2ccc(N(C(C)=O)S(=O)(=O)c3ccc(C(=O)O)cc3)cc12
 : 20, -0.1, -2.4, 3
- CCOc1ccccc1CNn1cnnc1
 : -6, 0.6, -0.9, -1
- Cc1ccc(C2CC(C(F)(F)F)n3ncc(C(=O)Nc4cccc(C(C)O)c4)c3N2)cc1 (stereo not given)
 : -3, 0.0, 1.1, -1
- CSc1nc2n(n1)C(c1cc(Br)ccc1F)C(C(=O)N(C)C)=C(C)N2 (stereo not given)
 : 11, -0.1, 0.0, -6
- CN1/C(=C\C=N\Nc2ccc(S(N)(=O)=O)cc2[N+](=O)[O-])C(C)(C)c2ccccc21
 : 37, -0.5, 2.9, 0
- CCc1ccc(N(CC(=O)NCCCOC)S(C)(=O)=O)cc1
 : 5, 0.0, -0.2, 3
- Nc1cccc(S(=O)(=O)Nc2ccc(Br)cc2)c1
 : 13, 0.2, -0.2, 6
- COc1ccc(C(=O)NCc2nnc(SCC(=O)N3N=C(c4ccc(Br)cc4)CC3c3ccc(C)cc3)n2C)cc1 (stereo not given)
 : 3, -0.1, -0.8, 10
- O=C(NCCc1ccccc1)c1ccnc(/C=N/O)c1
 : -2, -0.4, 0.2, -11
- Nc1c(C(=O)Nc2ccccc2)nnn1Cc1ccc(Br)cc1F
 : 16, 0.3, -1.0, -9
- CC(C)(C)OC(=O)C1C(=O)CC(C)(O)C(C(=O)OC(C)(C)C)C1c1ccc(Cl)cc1 (stereo not given)
 : -8, 0.0, -0.7, 5
- O=C(NC1CCCC1)c1ccc(Cn2nnc3ccccc3c2=O)cc1
 : -4, 0.0, -0.6, 7
- Cn1c(=O)c2c(nc(CN3CCN(c4ccccc4F)CC3)n2C/C=C/c2ccccc2)n(C)c1=O
 : 5, -0.1, -0.5, 3
- Cc1ccc(C2CC(C(F)(F)F)n3ncc(C(=O)NCc4ccccc4Cl)c3N2)cc1 (stereo not given)
 : 5, -0.1, -0.9, -6
- O=C1CSC(=O)N1c1ccc([N+](=O)[O-])cc1
 : -12, -0.2, -0.9, 4
- O=c1c(Nc2ccccc2)nsnc1Nc1ccccc1
 : -2, -0.4, -1.2, -17
- Cc1ncn(-c2ccc(Nc3nccc(-c4ccno4)n3)cc2)n1
 : -9, 0.0, -8.1, -14
- CC(C(=O)Nc1ccccc1)(C(F)(F)F)C(F)(F)F
 : -1, -0.1, -1.6, 4
- O=C(N/N=C/c1ccc(Oc2ccc([N+](=O)[O-])cn2)cc1)c1ccc(O)cc1
 : 11, 0.0, 1.3, 1
- O=C(COc1ccccc1[N+](=O)[O-])N/N=C/c1cccc(OC(=O)c2ccco2)c1
 : -1, 0.0, -0.3, -8
- CC1CN(C(c2ccccc2)c2sc3ncnn3c2O)CC(C)O1 (stereo not given)
 : 7, -0.3, 1.6, 2
- CC(CNC(=O)Cn1cc2c(n1)CCCC2)c1ccccc1 (stereo not given)
 : -4, -0.2, -0.9, -9
- Cc1ccc(C2(c3ccc(C)o3)C(=O)Nc3ccccc32)o1
 : 14, 0.1, -0.1, 8
- Cc1cc(C)cc(OCC(=O)NNC(=O)C(F)(F)F)c1
 : -7, 0.0, -0.7, 10
- Cc1cc2oc3c(c(=O)c2cc1Cl)C(c1cccnc1)N(CCCN(C)C)C3=O (stereo not given)
 : -2, 0.1, -0.6, 1
- Cc1cc(C)n(Cc2cccc(F)c2)c(=O)c1C#N
 : 0, 0.1, 0.3, 3
- COc1ccc(OC)c(C2CC(c3c(O)cc(C)oc3=O)=Nc3ccccc3S2)c1 (stereo not given)
 : 2, 0.3, 0.2, -4
- O=C(CCSCCc1ccccn1)Nc1cc(-c2ccccc2Cl)no1
 : 3, -0.1, -0.8, -2
